TRPC4 PAM: TRPC4 (mouse) allosteric potentiation; Q9QUQ5; B-score at 10 µM; HEK293 TRPC4beta/mu-opioid, DAMGO EC20, Fluo-4 Ca2+ flux; stronger effect = higher value; AID 2227; 310,000 compounds, 0.42% hits;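 active means B-score of calcium response area above 5 SD of library B-scores, with initial fluorescence ratio within 5 SD of library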;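 further: B-score of integrated fluorescence ratio over time as area under calcium response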
KCNQ1 block: human KCNQ1 channel inhibition. B-score at 10 µM. AID 2642. CHO-K1 KCNQ1, FluxOR thallium flux fluorescence; stronger effect = higher value. 310,000 compounds, 1.3% hits. P51787;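 active means compounds whose thallium flux B-score, printed positive for inhibition, exceeds three library SD while starting fluorescence stays within three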;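 further: channel opened by potassium depolarization with thallium stimulus after 20 min compound exposure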
Target sequence (P51787 whole entry, looked up): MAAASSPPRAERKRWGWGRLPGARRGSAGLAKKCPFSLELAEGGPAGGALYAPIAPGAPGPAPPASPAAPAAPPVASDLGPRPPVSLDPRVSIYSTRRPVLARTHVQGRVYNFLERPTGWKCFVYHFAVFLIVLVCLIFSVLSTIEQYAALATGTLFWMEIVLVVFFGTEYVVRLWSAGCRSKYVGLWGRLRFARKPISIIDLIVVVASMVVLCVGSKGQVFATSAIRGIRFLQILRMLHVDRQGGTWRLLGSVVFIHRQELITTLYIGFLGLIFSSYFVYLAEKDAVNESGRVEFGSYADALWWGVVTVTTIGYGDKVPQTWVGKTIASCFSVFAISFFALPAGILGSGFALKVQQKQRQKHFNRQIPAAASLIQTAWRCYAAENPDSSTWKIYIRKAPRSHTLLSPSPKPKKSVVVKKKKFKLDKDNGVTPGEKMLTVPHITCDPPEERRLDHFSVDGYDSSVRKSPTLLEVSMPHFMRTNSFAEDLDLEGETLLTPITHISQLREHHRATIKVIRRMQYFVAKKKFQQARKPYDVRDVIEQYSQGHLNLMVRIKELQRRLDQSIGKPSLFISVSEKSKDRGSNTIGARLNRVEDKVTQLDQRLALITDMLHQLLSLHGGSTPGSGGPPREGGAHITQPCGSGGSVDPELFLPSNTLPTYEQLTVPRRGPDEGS
TMEM16A act: activators or potentiators of mouse TMEM16A chloride channel; Q8BHY3; HEK293 TMEM16A/YFP-H148Q/I152L, iodide quench fluorescence; stronger effect = lower value; B-score at 10 µM; 340,000 compounds, 0.3% hits; AID 623877;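 active means fluorescence-ratio B-score plate-corrected deviation score at least 3 library SD below zero, with starting fluorescence score within 5 deviations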;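 further: channel opened by trigger with iodide after compound preincubation; score built on the fluorescence ratio of max minus min over baseline; more negative score means more quench and so TMEM16A activation or potentiation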
ANO1 block: inhibitors of mouse TMEM16A calcium-activated chloride channel; Q8BHY3; 310,000 compounds, 1.2% hits; HEK293 TMEM16A/YFP iodide influx fluorescence, ionomycin; normalized B-score (activity score, 25-100; higher = stronger inhibition) at 10 µM;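 active means ratio plate-corrected score three or more library SD toward inhibition, starting fluorescence score within five deviations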;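 further: score derived from kinetic fluorescence span divided by baseline fluorescence per well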
Dyrk1A ADPGlo: Dyrk1A (rat) kinase inhibition; ADP-Glo luminescence, NFATc1 peptide; inhibition, % at 12.5 µM; 310,000 compounds, 0.43% hits; in the data active means inhibition above about 50%;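 further: plate controls were vehicle with enzyme for no effect and no enzyme for full effect; many of its hits are not listed in these tables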
KCNK3 block: human KCNK3 channel inhibition, primary screen; O14649; CHO-KCNK3 thallium flux, FluxOR fluorescence; stronger effect = lower value; B-score at 10 µM; 340,000 compounds, 0.84% hits; AID 602410;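 active means B-score under library mean minus 4 SD, starting fluorescence ratio at most library mean plus 5 SD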;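 further: more negative B-score means stronger inhibition of thallium flux through KCNK3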
KCNQ1 pot: potentiators or activators of human KCNQ1 potassium channel. CHO-K1 KCNQ1, thallium flux FluxOR fluorescence; stronger effect = higher value. 310,000 compounds, 0.35% hits. P51787. B-score at 10 µM;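 active means fluorescence ratio B-score, a plate-corrected score, at least three library SD, with initial intensity B-score within 5 SD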
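Material: CHO-K1 cells stably expressing KCNQ1. Medium: assay buffer for compound exposure, DMSO matched across wells. Reagent: K+/Tl+ depolarizing stimulus. Compound dosing: single-concentration screen. Times: 37 °C overnight plating, 90-min dark dye load, 20-min compound pretreatment. Technique: FluxOR Tl+ flux fluorescence.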
HDAC3 inhib: blocks human histone deacetylase 3 | O15379 | recombinant HDAC3, fluorogenic peptide/trypsin coupled, fluorescence | inhibition, % at 8.3 µM | 320,000 compounds, 0.15% hits | AID 2718; in the data active means inhibition above about 26%, passing the limit was not always enough
TRPC4 act: TRPC4 (mouse) channel activation; Q9QUQ5; HEK293 TRPC4beta/mu-opioid, Fluo4 calcium fluorescence; stronger effect = higher value; B-score at 10 µM; 310,000 compounds, 0.49% hits; AID 2237;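 active means B-score above 5 SD of library B-scores, and initial fluorescence ratio not above library mean plus 5 SD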;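 further: positive B-score marks a calcium rise read as TRPC4 activation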
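Incubation: 45 min room-temperature Fluo4 loading, 110 s read / System: HEK293 cells stably co-expressing mouse TRPC4beta and mu-opioid receptor / Signal: Fluo4 fluorescence, kinetic / Control set: buffer (low) and maximal DAMGO (high) / Measure: integrated baseline-normalised fluorescence ratio, converted to per-well B score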
hERG rescue: shields human hERG channel from block by proarrhythmic agents; Q12809; 310,000 compounds, 0.51% hits; activation (rescue from dofetilide block), less the hit threshold, % at 10 µM; CHO-hERG, FluxOR thallium flux, dofetilide IC70 present; AID 1511;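 active means activation above the mean of controls blocked by dofetilide plus 5 SD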;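 further: thallium influx through hERG after potassium depolarization seen as dye fluorescence rise; in these data hits start at about 4.7%; inactives centre near -7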
KCNK9 inh: blocks the human KCNK9 two-pore domain potassium channel. HEK293 KCNK9, FluxOR thallium flux fluorescence; stronger effect = lower value. B-score at 10 µM. 310,000 compounds, 1.2% hits. AID 488922;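 active means ratio B-score over 3 SD below the library mean, with starting fluorescence within 5 SD of its mean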;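 further: negative B-score means less thallium flux so channel inhibition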
Target sequence (Q9NPC2 whole entry, looked up, the tested form may be a part): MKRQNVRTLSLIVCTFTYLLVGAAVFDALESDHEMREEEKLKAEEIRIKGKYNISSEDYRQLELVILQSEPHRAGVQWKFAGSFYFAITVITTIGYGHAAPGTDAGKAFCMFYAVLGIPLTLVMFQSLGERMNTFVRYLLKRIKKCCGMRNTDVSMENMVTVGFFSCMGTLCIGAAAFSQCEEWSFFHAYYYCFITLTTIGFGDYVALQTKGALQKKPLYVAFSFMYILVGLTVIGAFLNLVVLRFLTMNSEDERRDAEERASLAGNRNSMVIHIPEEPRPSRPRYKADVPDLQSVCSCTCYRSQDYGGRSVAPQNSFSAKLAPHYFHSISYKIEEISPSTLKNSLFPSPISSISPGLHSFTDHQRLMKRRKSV
* = called active by the depositor; i = inactive; / = no result given.

SMILES	TRPC4 PAM	KCNQ1 block	TMEM16A act	ANO1 block	Dyrk1A ADPGlo	KCNK3 block	KCNQ1 pot	HDAC3 inhib	TRPC4 act	hERG rescue	KCNK9 inh
COc1cc(C2C=C(C34CC5CC(CC(C5)C3)C4)NC(=S)N2)cc(OC)c1OC (stereo not given)	i	i	i	i	5	i	i	2	i	-8	i
CC1(C)NC(=O)N(CC(O)COc2ccccc2-c2ccccc2)C1=O (stereo not given)	i	i	i	i	-3	i	i	0	i	-10	i
COc1cccc(C(Nc2ccccn2)c2oc(CO)cc(=O)c2O)c1 (stereo not given)	i	i	i	i	1	i	i	5	i	-4	i
CC(C)(C)C(=O)Nc1nc2c(c(=O)[nH]1)CCCC2	i	i	i	i	-2	i	i	-3	i	-8	i
O=C(N/N=C/c1ccc(OCC2COCCO2)cc1)c1ccc(Br)cc1 (stereo not given)	i	i	i	i	1	i	i	-4	i	-13	i
CCN(CC)CCN1C(=O)C2C(C(=O)Nc3cccc(SC)c3)C3C=CC2(O3)C1C(=O)NC1CCCC(C)C1C (stereo not given)	i	i	i	i	-4	i	i	-9	i	-10	i
O=C(NCCCn1ccnc1)C1CCCN(S(=O)(=O)c2ccc(F)cc2)C1 (stereo not given)	i	i	i	i	-6	i	i	-5	i	-6	i
COc1ccc(Br)cc1CNC(=O)CCC(=O)N1CCSc2ccccc21	i	i	i	i	4	i	i	5	i	-18	i
CCOc1ccc(N(CC(=O)Nc2ccc(C)c(Cl)c2)S(C)(=O)=O)cc1	i	i	i	i	-4	i	i	3	i	-10	i
Cc1cccn2c(=O)c(C=O)c(NCc3ccccc3)nc12	i	i	i	i	/	i	i	-4	i	-4	i
N#C/C(=C/c1ccc(-c2ccc(Br)cc2)o1)C(=O)NC1CCCCC1	i	i	i	i	-5	i	i	3	i	2	i
COc1cc(C(Nc2ccc(S(=O)(=O)N3CCC(C)CC3)cc2)C(=O)NCC2CCCO2)cc(OC)c1OC (stereo not given)	i	i	i	i	5	i	i	/	i	-13	i
COc1ccc(NS(=O)(=O)c2cccc(C(=O)NCc3ccccn3)c2)cc1	i	i	i	i	-6	i	i	14	i	-7	i
CCOc1cc2[nH]c(=S)n(CCCC(=O)NCc3ccccn3)c(=O)c2cc1OCC	i	i	i	i	/	i	i	0	i	-4	i
Cc1ccn(C(=O)c2ccc(NC(=O)CC(C)C)cc2)n1	i	i	i	i	-3	i	i	17	i	-9	i
COC(=O)CSc1ccc2nnc(CCNS(=O)(=O)c3ccccc3)n2n1	i	i	i	i	-2	i	i	-2	i	-17	i
COn1c(-c2ccccc2)nc2ccc(Cl)cc21	i	i	i	i	-6	i	i	1	i	-15	i
COc1ccc(OC)c(NC(=O)CSc2n[nH]c(-c3cccnc3)n2)c1	i	i	i	i	1	i	i	9	i	-5	i
CNS(=O)(=O)c1cn(CC(=O)N(C)Cc2ccccc2)cc1S(=O)(=O)NC	i	i	i	i	2	i	i	-1	i	-5	i
CCNC(=S)NNC(=O)CSc1nc2ccccc2n1C	i	i	i	i	10	i	i	-2	i	-10	i
COC(=O)CC1(c2cccc3ccccc23)C(=O)c2ccccc2C1=O	i	i	i	i	10	i	i	-4	i	-9	i
O=[N+]([O-])c1ccc(N2CCN(c3ccccc3Cl)CC2)cn1	i	i	i	i	-3	i	i	2	i	-4	i
O=C(CSc1nc2ccccc2o1)Nc1ccc(N2CCOCC2)c(Cl)c1	i	i	i	100*	-1	i	i	-1	i	-15	i
CCOc1ccc(S(=O)(=O)N2CCN(Cc3ccc4c(c3)OCO4)CC2)cc1Cl	i	i	i	i	6	i	i	8	i	-5	i
Cc1nc(NCCc2ccc(F)cc2)c2nnn(Cc3ccccc3)c2n1	i	i	i	i	-2	i	i	-2	i	-2	i
COc1cc2c(cc1O)[C@H](Cc1ccc(Oc3cc(C[C@@H]4NCCc5cc(OC)c(O)cc54)ccc3O)cc1)NCC2	i	i	/	i	/	/	i	-6	i	-9	i
CCOc1ccc2oc(C(=O)OCC(=O)NC3CC3)c(C)c2c1	i	i	i	i	0	i	i	-6	i	2	i
Cc1ccc(CCNC(=O)C2CCN(S(=O)(=O)c3ccc4nc5c(c(C(=O)O)c4c3)CCCC5)CC2)cc1	i	i	i	i	1	i	i	3	i	-8	i
O=C(CSc1nnc(Cc2cccs2)n1-c1ccccc1)NCc1ccc2c(c1)OCO2	i	i	i	i	3	i	i	1	i	-12	i
O=C(Nc1ccc(S(=O)(=O)NCc2ccco2)cc1)c1ccc2ccccc2n1	i	i	i	i	-5	i	i	7	i	-1	i
O=C(O)CCC(=O)N1N=C(c2ccc(Br)cc2)CC1c1ccc(Br)cc1 (stereo not given)	i	i	i	i	-8	i	i	4	i	-7	i
N#Cc1ccc(OCc2nnc(SCC(=O)N3CCCc4ccccc43)n2-c2ccccc2)cc1	i	i	i	i	-13	i	i	-12	i	-13	i
CC(=O)c1c(C)n(C)c2ccc(OC(=O)c3ccc([N+](=O)[O-])cc3)cc12	i	i	i	i	2	i	i	-2	i	-9	i
CCOC(=O)c1cc2c(=O)n3ccccc3nc2n(CCOC)c1=NC(=O)c1ccncc1	i	i	i	i	0	i	i	-167	i	-29	i
COc1ccc(C2(C(=O)Nc3cc(C)on3)CCOCC2)cc1	i	i	i	i	7	i	i	-1	i	-4	i
CC(C)(C)SC(=O)C[C@@H]1NS(=O)(=O)OC2CCCCC21 (stereo not given in full)	i	i	i	i	3	i	i	1	i	-1	i

Looked up above:
Value for CC(=O)c1c(C)n(C)c2ccc(OC(=O)c3ccc([N+](=O)[O-])cc3)cc12 under Dyrk1A ADPGlo: 2
Value for Cc1nc(NCCc2ccc(F)cc2)c2nnn(Cc3ccccc3)c2n1 under hERG rescue: -2

(cont.)
SMILES	TRPC4 PAM	KCNQ1 block	TMEM16A act	ANO1 block	Dyrk1A ADPGlo	KCNK3 block	KCNQ1 pot	HDAC3 inhib	TRPC4 act	hERG rescue	KCNK9 inh
Cc1ccc(C(=O)NNC(=O)Cc2cccs2)cc1	i	i	i	i	-1	i	i	0	i	-6	i
CCOC(=O)N1CCc2[nH]c3ccc(C)cc3c2C1	i	i	i	i	7	i	i	0	i	-8	i
Cc1cc(NC(=O)CSc2nc3ccccc3n2CCC#N)no1	i	i	i	i	2	i	i	-6	i	4.9*	i
O=C(CN(CCc1ccccc1)C(=O)CNS(=O)(=O)c1ccccc1)NCC1CCCO1 (stereo not given)	i	i	i	i	/	i	i	-10	i	-3	i
O=C(Nc1nc2ccccc2[nH]1)C12CC3CC(CC(C3)C1)C2	i	i	i	i	42	i	i	6	i	0	i
Cc1cccc(OCC(=O)NNC(=O)c2ccc([N+](=O)[O-])cc2)c1	i	i	i	i	-8	i	i	-1	i	-7	i
CCN1CCN(c2cc(C)c3cc(NC(=S)N4CCOCC4)ccc3n2)CC1	i	i	i	i	0	i	i	0	i	-13	i
Cc1ccc(S(=O)(=O)N2CCN(CC(=O)N/N=C/c3ccc(C)o3)CC2)cc1	i	i	i	i	4	i	i	5	i	-5	i
COC(=O)N1C(=O)[C@](c2ccc(Cl)cc2)(C(C)C)N1C(=O)OC	i	i	i	i	0	i	i	-8	i	-9	i
CCN(CC)Cc1c(-c2ccccc2)[nH]c2ccc(C)cc2c1=O	i	i	i	i	-1	i	i	6	i	-9	i
COc1ccccc1C(C)NS(=O)(=O)c1ccc(Cl)nc1 (stereo not given)	i	i	i	i	5	i	i	3	i	-4	i
Cc1ccc(C(C)NC(=O)Cn2nc(C)c([N+](=O)[O-])c2C)cc1 (stereo not given)	i	i	i	i	-16	i	i	0	i	-6	i
CCN(CC)C(=O)c1cccc(NC(=O)c2ccc3c(=O)n4c(nc3c2)CCC4)c1	i	i	i	i	-4	i	i	5	i	-16	i
Cc1ccc(N2CC(C(=O)N/N=C/c3cccc([N+](=O)[O-])c3)CC2=O)cc1 (stereo not given)	i	i	i	i	-2	i	i	-1	i	-1	i
C/C(=N/NC(=O)CNC(=O)c1ccccc1F)c1ccc2c(c1)CCCC2	i	i	i	i	-3	i	i	14	i	-5	i
O=C(NCC1CCCO1)C(=O)NCC1CCCN1S(=O)(=O)c1ccccc1 (stereo not given)	i	i	i	i	3	i	i	3	i	-16	i
COc1ccc(Cl)cc1NC(=O)COC(=O)/C=C/c1c(C)nn(C2CCS(=O)(=O)C2)c1Cl (stereo not given)	i	i	i	i	-9	i	i	-1	i	-4	i
CCOc1ccc(NC(=O)CNC(=O)c2nn(-c3ccc(OC)cc3)c(=O)c3ccccc23)cc1	i	i	i	i	-2	i	i	-9	i	-9	i
O=C(CNC(=O)c1cccs1)NC1=NCCS1	i	i	i	i	-1	i	i	-4	i	2	i
CN1C(=O)CC(N2CCN(C(c3ccccc3)c3ccccc3)CC2)C1=O (stereo not given)	i	i	i	i	1	i	i	2	i	-3	i
CCOC(=O)N1CCN(Cc2nc3c(c(=O)n(C)c(=O)n3C)n2Cc2ccccc2C)CC1	i	i	i	i	5	i	i	0	i	-15	i
Nc1cc(=O)[nH]c(=O)n1Cc1ccco1	i	i	i	i	6	i	i	-1	i	-14	i
CCS(=O)(=O)Nc1ccc(C2=NN(S(C)(=O)=O)C(c3cccs3)C2)cc1 (stereo not given)	i	i	i	i	/	i	i	-7	i	-12	i
N#Cc1c(C(F)(F)F)cc(-c2ccccc2)nc1SCC(=O)Nc1sc2c(c1C#N)CCC2	i	i	i	i	-5	i	i	2	i	-9	i
Cc1cc(C)nc(NC(=NCCc2c[nH]c3ccccc23)NC(=O)Nc2ccc(Cl)c(Cl)c2)n1	i	i	i	i	-9	i	i	0	i	-9	i
CC1CN(C2CCCCC2)c2nc3c(c(=O)n(C)c(=O)n3C)n2C1 (stereo not given)	i	i	i	i	-5	i	i	-7	i	-7	i
O=c1[nH]c(N2CCCCCC2)nc2ncn(Cc3ccccc3)c12	i	i	i	i	1	i	i	6	i	-20	i
NS(=O)(=O)c1ccc(NCc2c(F)cccc2Cl)cc1	i	i	i	/	-12	i	i	/	i	0	i
COCCNc1nc2nonc2nc1N1CCCC1c1nccs1 (stereo not given)	i	i	i	i	-2	i	i	6	i	-5	i
Cc1cc(N2C(=O)C3C4C=CC(C4)C3C2=O)ccc1Br (stereo not given)	i	i	i	i	1	i	i	4	i	-10	i

Only part of the results is shown, so the mix of outcomes need not match the whole.
